Bioassay records from PubChem.
TEAD-YAP inh = TEAD-YAP interaction inhibition; HEK-TIYL cells, TEAD-Gal4/YAP UAS-luciferase luminescence; inhibition, % at 9.12 µM; 1.4% of 640,000 active; AID 1259422; in the data active = inhibition above about 32%;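 note: 0% = median of test compound wells and 100% = reference inhibitor wells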
GPR151 ag = activates the human receptor GPR151. AID 1508602. PathHunter beta-arrestin GPR151 cells, luminescence. activation, % at 11.2 µM. 1% of 650,000 active; in the data active = activation above about 4.9%;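 note: 0% = median of compound wells and 100% = cells with positive control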
Target sequence (Q8TDV0 whole entry, looked up): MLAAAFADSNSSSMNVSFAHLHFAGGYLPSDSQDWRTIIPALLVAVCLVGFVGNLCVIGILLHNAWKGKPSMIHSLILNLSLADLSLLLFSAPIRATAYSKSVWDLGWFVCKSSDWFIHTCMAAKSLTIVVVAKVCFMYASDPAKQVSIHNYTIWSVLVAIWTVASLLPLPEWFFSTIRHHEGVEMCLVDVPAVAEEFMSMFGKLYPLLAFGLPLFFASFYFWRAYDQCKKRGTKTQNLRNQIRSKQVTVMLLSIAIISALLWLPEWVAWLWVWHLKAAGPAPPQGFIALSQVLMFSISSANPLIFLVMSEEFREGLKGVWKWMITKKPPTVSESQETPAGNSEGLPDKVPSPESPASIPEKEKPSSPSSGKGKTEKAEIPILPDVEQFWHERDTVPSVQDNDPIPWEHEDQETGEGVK
MITF inh = blocks human microphthalmia-associated transcription factor | inhibition, % at 2.6 µM | AID 1259374 | 0.91% of 650,000 active | AlphaScreen MITF homodimerization, bead proximity signal | O75030; in the data active = inhibition above about 50%;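 note: 0% = vehicle wells with protein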
Target sequence (O75030 whole entry, looked up): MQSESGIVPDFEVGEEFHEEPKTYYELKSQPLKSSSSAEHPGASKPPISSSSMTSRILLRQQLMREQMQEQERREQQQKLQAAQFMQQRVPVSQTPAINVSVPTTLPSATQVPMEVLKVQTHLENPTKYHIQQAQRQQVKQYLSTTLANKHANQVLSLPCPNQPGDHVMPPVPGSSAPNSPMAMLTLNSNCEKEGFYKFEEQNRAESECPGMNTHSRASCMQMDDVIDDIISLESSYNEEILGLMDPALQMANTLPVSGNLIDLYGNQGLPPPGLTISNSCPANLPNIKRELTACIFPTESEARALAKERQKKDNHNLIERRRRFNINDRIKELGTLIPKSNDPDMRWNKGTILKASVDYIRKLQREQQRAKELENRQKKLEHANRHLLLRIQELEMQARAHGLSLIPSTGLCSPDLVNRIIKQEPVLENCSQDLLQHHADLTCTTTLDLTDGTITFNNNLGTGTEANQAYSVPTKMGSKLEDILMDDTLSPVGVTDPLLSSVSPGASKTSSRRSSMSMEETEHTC
FBW7 act = human FBW7 E3 ligase activation, primary screen. AlphaScreen FBW7–phospho-cyclin E peptide binding, activator screen. normalized activity (activation), % at 26.1 µM. 0.13% of 650,000 active; in the data active = normalized activity above about 1.9%;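 note: purified mutant Fbw7 with reduced substrate affinity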
Active calls of the source: *; nt = no result given.

SMILES	TEAD-YAP inh	GPR151 ag	MITF inh	FBW7 act
Cn1c(=O)[nH]c(=O)c2c1nc(N1CCCCCC1)n2Cc1ccccc1F	12	-0.1	2	0.1
COC(=O)c1ccc(C(=O)Nc2cc(C(=O)OC)ccc2C(=O)OC)cc1	-6	0.6	-19	-0.1
CCC(=O)Nc1cccc(NC(=O)COc2cccc(C)c2)c1	-6	-0.5	-14	-0.2
N#CCSc1nc(N)c2c3c(sc2n1)CCC3	-31	0.3	4	-0.2
CCOC(=O)c1cc(C(=O)NC(C)c2ccccc2)c(=O)[nH]c1C (stereo not given)	-9	1.8	-12	-0.2
CCN(CC)Cc1c(O)ccc2cc(-c3ccccc3)c(=O)oc12	-5	3.5	-12	0.7
CC(C)(C)OC(=O)C[n+]1cccc(C(N)=O)c1	4	0.3	-6	0.1
Cc1cc[n+](CC(N)=O)c2ccccc12	-2	-0.5	-2	0.1
COc1ccc(C2=NN3C(C2)c2cc(Cl)ccc2OC3c2ccccc2)cc1 (stereo not given)	-68	-0.9	-5	-0.1
COC(=O)C1(C)NC(c2cccs2)C2C(=O)N(c3ccc(F)cc3)C(=O)C21 (stereo not given)	-4	-2.1	8	0.3
CCN(CC)C(=O)CSc1nc2ccc(I)cc2c(=O)n1C	-6	-0.3	-1	-0.3
COc1ccc(CCNc2ccnc(-c3ccc(C(=O)NC4CC4)cc3)n2)cc1	33*	5.5*	10	0.1
O=C(NCc1ccccc1)N1CCN2C(=O)[C@@H]3CSCN3C(=O)[C@H]2C1	2	-0.6	75*	-0.5
CC1CN(Cc2ccc3c(c2)OCO3)Cc2ccccc2O1 (stereo not given)	-5	-0.1	11	0.4
O=C(O)Cn1cc(/C=N\NC(=O)C(O)(c2ccccc2)c2ccccc2)c2ccccc21	-3	-1.3	-24	0.0
CCCCCCNC(CC(=O)Nc1ccc(Cl)cc1Cl)C(=O)O (stereo not given)	-1	0.4	11	0.1
Clc1cccc(NCn2nnc3ccccc32)c1Cl	-6	0.5	2	-0.1
Cc1cccn2c(CN3CCN(C4CCCC4)CC3)c(C(=O)N3CCCCC3)nc12	2	-0.5	-9	-0.1
CCCCNc1nc2c(c(=O)[nH]c(=O)n2C)n1CCO	-2	-1.7	-3	0.1
CC1(C)NC(=O)N(CC(O)COc2ccc(N3C(=O)c4ccccc4C3=O)cc2)C1=O (stereo not given)	11	0.0	5	0.0

Whole records, looked up by structure:
CC(C)(C)OC(=O)C[n+]1cccc(C(N)=O)c1 as listed: TEAD-YAP inh: 4; GPR151 ag: 0.3; MITF inh: -6; FBW7 act: 0.1
CCN(CC)Cc1c(O)ccc2cc(-c3ccccc3)c(=O)oc12 as listed: TEAD-YAP inh: -5; GPR151 ag: 3.5; MITF inh: -12; FBW7 act: 0.7

Carrying on.
SMILES	TEAD-YAP inh	GPR151 ag	MITF inh	FBW7 act
Cc1ccc(NC(=O)c2cc(S(=O)(=O)N3CCCCC3)c[nH]2)cc1F	6	-2.2	11	0.5
CCc1nc(N2CCN(C(=O)CCl)CC2)c2c3c(sc2n1)CC(C)CC3 (stereo not given)	18	0.4	12	0.1
CCC1c2ccc(C)n2CCN1C(=O)Nc1ccccc1OC (stereo not given)	7	2.0	11	-0.2
Cc1nc(N2CCCCC2)c2c(C)c(C(=O)Nc3cccc(C(F)(F)F)c3)sc2n1	0	-1.2	4	-0.1
COc1ccc(N(C(C)=O)C2=C(NC3CCCCC3)C(=O)c3ccccc3C2=O)cc1	-2	0.0	13	-0.1
C#CCn1c(=NC(=O)C(C)(C)C)sc2cc(S(N)(=O)=O)ccc21	-19	3.4	6	0.1
CCC(C)(C)C1CCc2sc3ncnc(NCCCN(C)C)c3c2C1 (stereo not given)	2	0.0	5	0.7
NC1(CO)COC(c2ccncc2)OC1 (stereo not given)	-1	0.3	12	0.1
COc1cccc(CNC(=O)c2ccc(CSC)cc2)c1	-12	1.1	-4	-0.1
Cc1cccc(N2C(=O)SC(Nc3ccccc3C(=O)O)C2=O)c1 (stereo not given)	-10	-0.6	12	0.1

Look-ups from the list.
Entry for C#CCn1c(=NC(=O)C(C)(C)C)sc2cc(S(N)(=O)=O)ccc21 under TEAD-YAP inh: -19
Entry for Cc1nc(N2CCCCC2)c2c(C)c(C(=O)Nc3cccc(C(F)(F)F)c3)sc2n1 under TEAD-YAP inh: 0
Entry for Cc1cccc(N2C(=O)SC(Nc3ccccc3C(=O)O)C2=O)c1 (stereo not given) under FBW7 act: 0.1

(list continues)
SMILES	TEAD-YAP inh	GPR151 ag	MITF inh	FBW7 act
CCN(CC)Cc1cc(CN[C@H]2C[C@H]3C(=O)N[C@@H](CC(C)C)C(=O)N3C2)ccc1OC	13	-1.0	14	0.2
O=C(COC(=O)c1ccc[n+]([O-])c1)Nc1ccc([N+](=O)[O-])cc1Cl	18	0.5	0	-0.1
Cc1ccc(C(=O)/C=C/Nc2ccccc2F)cc1	22	1.7	3	0.3
CCn1c2ccccc2c2nnc(NCc3cccnc3)nc21	1	0.3	15	0.6
CC(C)[C@@H](OCc1ccccc1)[C@H](C)/C=N/O[C@@H](C)c1cn([C@H](CO)Cc2ccccc2)nn1	nt	-1.3	-12	-0.1
CCCC(C)COC(=O)C1=C(C)NC(=O)NC1c1cc2c(cc1Br)OCO2 (stereo not given)	15	0.6	-1	0.1
CCOc1ccccc1/C=C1\N=C(c2ccc(F)cc2)OC1=O	-2	2.7	9	0.1
COc1ccc(/C=N/n2cnnc2)cc1CN1CCOCC1	8	1.9	6	-0.1
COc1cccc(/C=N/NC(=O)CSc2ccccc2C)c1O	6	-0.7	1	-0.2
O=C(COC(=O)c1ccco1)NCc1cccs1	7	0.5	-1	-0.3
COc1ccccc1C(=O)NN1C(=O)/C(=C/c2ccc([N+](=O)[O-])cc2)SC1=S	9	1.2	9	0.1
Cc1noc(C(=O)Nc2sc3c(c2C#N)CCCC3)c1Cl	2	-1.5	-4	0.1
Cc1cccc(C)c1N1CCN(C(=O)c2cc3ccccc3oc2=O)CC1	1	-0.2	11	-0.1
Cc1ccc(Cn2c(=N)n(CC(O)COc3ccccc3)c3ccccc32)cc1 (stereo not given)	10	-0.1	19	0.0
CC(C)OC(=O)c1cn(CCC#N)nc1-c1ccc2c(c1)OCCO2	6	-0.8	10	0.1
CCNc1nc2c(c(=O)n(C)c(=O)n2C)n1Cc1cccc2ccccc12	5	-0.2	1	-0.1
COc1ccc(-c2cc3c(=O)n(CC(=O)NCCCN4CCCC4=O)ncn3n2)cc1	-25	-0.2	-1	-0.1
COc1cc(C(=O)Nc2ccc3oc(-c4ccccc4Cl)nc3c2)cc(OC)c1OC	-2	0.9	-4	0.4
COc1ccc(N2C(=O)/C(=C/c3ccc(N(C)C)cc3)N=C2c2ccccc2F)cc1	-2	1.6	-4	0.0
COc1ccc(-c2noc(-c3ccccc3C)n2)cc1	-50	1.2	-12	-0.1
COc1ccc(Cl)cc1NC(=O)NCC(c1ccsc1)N(C)C (stereo not given)	-16	0.5	13	0.1
O=C(NCCc1ccc(Cl)cc1)C1CCC(Cn2c(=S)[nH]c3ccccc3c2=O)CC1 (stereo not given)	-2	-0.4	-10	0.1
Cc1ccc(S(=O)(=O)n2ccn(CC(=O)N3CCN(c4ccccc4)CC3)c2=O)cc1	5	-0.3	9	0.1
Nc1cccc(-c2nc3ccc(Cc4ccc5nc(-c6cccc(N)c6)[nH]c5c4)cc3[nH]2)c1	10	7.0*	5	-0.1
O=C1CSC(c2ccccc2[N+](=O)[O-])N1c1ccc(Br)cn1 (stereo not given)	-4	-1.0	8	-0.3
O=C(Nc1ccc2oc(=O)ccc2c1)c1cc([N+](=O)[O-])ccc1N1CCOCC1	9	-1.3	26	0.5
Cc1ccc(C(NC(N)=O)c2cccc(C)c2)cc1 (stereo not given)	7	-0.6	17	0.2
O=C(/C=C/c1ccc(F)cc1)NCCNC(=O)/C=C/c1ccc(F)cc1	7	0.6	5	0.0
CCOc1ccc(NC(=O)C(NS(=O)(=O)c2ccc3c(c2)oc(=O)n3C)C(C)C)cc1 (stereo not given)	5	4.6	-1	-0.1
NCC(=O)Nc1ccc(Br)cc1	14	0.1	-13	-0.1

An excerpt from further up, for reference:
SMILES	TEAD-YAP inh	GPR151 ag	MITF inh	FBW7 act
CCCC(C)COC(=O)C1=C(C)NC(=O)NC1c1cc2c(cc1Br)OCO2 (stereo not given)	15	0.6	-1	0.1
CCOc1ccccc1/C=C1\N=C(c2ccc(F)cc2)OC1=O	-2	2.7	9	0.1
COc1ccc(/C=N/n2cnnc2)cc1CN1CCOCC1	8	1.9	6	-0.1
COc1cccc(/C=N/NC(=O)CSc2ccccc2C)c1O	6	-0.7	1	-0.2

More results.
SMILES	TEAD-YAP inh	GPR151 ag	MITF inh	FBW7 act
Cc1csc(SCc2ccc(C(=O)NN3C(=O)NC4(CCCCC4)C3=O)cc2)n1	2	-2.1	4	0.5
C=CCN(C(=O)CSc1nc2ccsc2c(=O)n1CCCC(=O)NCCc1ccc(S(N)(=O)=O)cc1)c1ccccc1	23	-0.6	6	-0.2
CC1CCCC(NC2CC(=O)N(c3ccccc3)C2=O)C1C (stereo not given)	-7	-0.1	-4	0.1
COC(=O)Cc1c(C)c2ccc(OCc3ccccc3OC)cc2oc1=O	-21	0.1	-6	-0.1
CCNc1nccnc1-c1ccc(C(C)=O)s1	0	-0.7	-6	-0.2
CC1CCCN(CCCNC(=O)CCn2nc(-c3ccccc3)ccc2=O)C1 (stereo not given)	2	1.3	-3	-0.1
Cc1cn2c(=O)c(C(=O)NC(C)CO)cnc2s1 (stereo not given)	13	0.4	14	-0.3
COP(=O)(CN(Cc1ccc(Cl)cc1)C(=O)Nc1ccc(Cl)c(Cl)c1)OC	-1	0.3	12	-0.3
O=C1CC(c2ccc(Cl)cc2)CC2=C1C(c1ccc3c(c1)OCO3)Nc1ccccc1N2 (stereo not given)	8	-0.6	20	0.6
Cc1ccccc1OCCNC(=O)C(CO)(CO)CO	2	-0.8	-5	0.0
Cc1nn(CCCC(=O)NCc2ccc(Cl)cc2)c(C)c1[N+](=O)[O-]	-5	0.2	1	0.0
O=C(C1CCC1)N1CCC[C@H](Cn2nc(-c3cccs3)ccc2=O)C1	1	1.3	12	0.1
C=CCNc1nnc(SCC(=O)NC2CCCCC2)c2ccccc12	3	-0.2	-5	0.0
CC(=O)c1sc(NCc2ccccc2)nc1C	-22	1.6	-11	-0.1
Cc1ccc(CNC(=O)c2cc3c(=O)n4cccc(C)c4nc3n(C)c2=N)cc1	1	11*	6	0.1
CCOc1cc(C2C3=C(CC(c4ccc(Cl)cc4)CC3=O)Nc3ccccc3N2C(C)=O)ccc1OCc1ccc(Cl)cc1 (stereo not given)	-9	2.3	13	0.0
O=C(Cn1c(=O)oc2ccccc21)NCCN1CCN(c2ccccc2)CC1	8	1.5	-2	0.7
COc1ccc(/C=C/C(=O)NCC2CCC3(CCN(Cc4ccccc4)CC3)O2)cc1 (stereo not given)	-2	0.5	5	0.2
COc1cc(C(=O)Nc2nc(-c3ccc4ccccc4c3)cs2)cc(OC)c1OC	6	2.7	6	-0.1
CCOC(=O)C(C)n1cnc2sc(C)c(-c3ccc(F)cc3)c2c1=O (stereo not given)	-7	0.3	4	-0.1

In the list so far, 2 contain a tert-butyl group:
SMILES	TEAD-YAP inh	GPR151 ag	MITF inh	FBW7 act
CC(C)(C)OC(=O)C[n+]1cccc(C(N)=O)c1	4	0.3	-6	0.1
C#CCn1c(=NC(=O)C(C)(C)C)sc2cc(S(N)(=O)=O)ccc21	-19	3.4	6	0.1

Following part
SMILES	TEAD-YAP inh	GPR151 ag	MITF inh	FBW7 act
CCOc1ccc(-n2c(=S)sc3c(=O)n(-c4ccccc4)c(SCC(=O)Nc4ccccc4Cl)nc32)cc1	-4	0.1	15	0.1
Cn1c(SCC(=O)Nc2ccnc3ccccc23)nnc1-c1ccncc1	11	-0.2	-15	-0.1
CC(C)c1ccc(N(C)C(=O)Cc2c(C(=O)O)n(C)c3ccccc23)cc1	8	0.6	10	0.3
COCC(=O)N(Cc1cc2cc(C)ccc2nc1Cl)C1CCCC1	-4	1.2	12	0.1
O=C(O)CC1S/C(=N/N=C/c2ccc(O)cc2O)NC1=O (stereo not given)	4	-2.6	20	-0.4
COc1cc2c(cc1NC(=O)Cn1cnc3c1c(=O)n(C)c(=O)n3C)oc1ccccc12	-8	-1.5	-8	0.5
COc1cccc(CN2CCN(Cc3c(C)nc4sccn34)CC2CCO)c1 (stereo not given)	-11	0.7	13	0.0
Cc1cccc(-n2nnc(C(=O)NCCC3=CCCCC3)c2N)c1	-28	-0.2	7	-0.1
COc1ccc(C2C=C(c3ccc(C(C)C)cc3)Nc3nnnn32)cc1OC (stereo not given)	-2	1.5	-4	0.0
CCOC(=O)CNC(=O)c1ccc(C#CC(C)(C)O)cc1	-3	1.7	-2	-0.1
O=C(Nc1ccc([N+](=O)[O-])cc1[N+](=O)[O-])c1ccco1	-17	0.0	2	-0.2
Cn1cccc1C(=O)N1CCN(c2nccnc2NS(=O)(=O)c2cccs2)CC1	-15	-0.5	2	-0.5
CN(C)CC(C)(O)c1ccc2c(c1)CN(C(=O)c1ccsc1)CCO2 (stereo not given)	-3	-1.1	-6	-0.1
COC(=O)C(Cc1ccccc1)NC(=O)COc1ccc(OC)cc1 (stereo not given)	-7	-0.9	0	-0.1
